TRPC4 PAM: TRPC4 (mouse) allosteric potentiation; Q9QUQ5; HEK293 TRPC4beta/mu-opioid, DAMGO EC20, Fluo-4 Ca2+ flux; stronger effect = higher value; B-score at 10 µM; actives 0.42% (n = 310,000); AID 2227;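 active = B-score of calcium response area above 5 SD of library B-scores, with initial fluorescence ratio within 5 SD of library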;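 also: B-score of integrated fluorescence ratio over time as area under calcium response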
HDAC3 inh: blocks human histone deacetylase 3. O15379. recombinant HDAC3, fluorogenic peptide/trypsin coupled, fluorescence. inhibition, % at 8.3 µM. actives 0.15% (n = 320,000). AID 2718; in the data active = inhibition above about 26%, passing the limit was not always enough; inconclusive = no clear call, values can overlap the other calls
Dyrk1A ADPGlo: Dyrk1A (rat) kinase inhibition | Q63470 | actives 0.43% (n = 310,000) | inhibition, % at 12.5 µM | AID 504441 | ADP-Glo luminescence, NFATc1 peptide; in the data active = inhibition above about 50%;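 also: plate controls were vehicle with enzyme for no effect and no enzyme for full effect; many of its hits are not listed in these tables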
TMEM16A inh: inhibitors of mouse TMEM16A calcium-activated chloride channel; Q8BHY3; HEK293 TMEM16A/YFP iodide influx fluorescence, ionomycin; normalized B-score (activity score, 25-100; higher = stronger inhibition) at 10 µM; actives 1.2% (n = 310,000); AID 588511;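 active = ratio plate-corrected score three or more library SD toward inhibition, starting fluorescence score within five deviations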;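 also: score derived from kinetic fluorescence span divided by baseline fluorescence per well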
TMEM16A act: mouse TMEM16A channel activation, primary screen. HEK293 TMEM16A/YFP-H148Q/I152L, iodide quench fluorescence; stronger effect = lower value. B-score at 10 µM. actives 0.3% (n = 340,000). AID 623877;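 active = fluorescence-ratio B-score plate-corrected deviation score at least 3 library SD below zero, with starting fluorescence score within 5 deviations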;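 also: channel opened by trigger with iodide after compound preincubation; score built on the fluorescence ratio of max minus min over baseline; more negative score means more quench and so TMEM16A activation or potentiation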
KCNK3 block: human KCNK3 channel inhibition, primary screen. AID 602410. O14649. B-score at 10 µM. CHO-KCNK3 thallium flux, FluxOR fluorescence; stronger effect = lower value. actives 0.84% (n = 340,000);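 active = B-score under library mean minus 4 SD, starting fluorescence ratio at most library mean plus 5 SD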;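 also: more negative B-score means stronger inhibition of thallium flux through KCNK3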
Target sequence (O14649 whole entry, looked up): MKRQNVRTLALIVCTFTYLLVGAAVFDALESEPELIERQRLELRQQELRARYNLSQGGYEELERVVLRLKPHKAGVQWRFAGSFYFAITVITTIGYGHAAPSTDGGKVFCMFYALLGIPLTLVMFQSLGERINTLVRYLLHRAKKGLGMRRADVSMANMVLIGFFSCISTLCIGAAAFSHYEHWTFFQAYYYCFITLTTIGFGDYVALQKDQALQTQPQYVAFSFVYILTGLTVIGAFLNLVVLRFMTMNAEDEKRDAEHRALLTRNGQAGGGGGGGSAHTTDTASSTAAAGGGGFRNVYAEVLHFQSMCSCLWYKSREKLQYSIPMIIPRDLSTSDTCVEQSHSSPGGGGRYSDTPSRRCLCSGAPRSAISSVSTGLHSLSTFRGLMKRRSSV
hERG rescue: shields human hERG channel from block by proarrhythmic agents | activation (rescue from dofetilide block), less the hit threshold, % at 10 µM | CHO-hERG, FluxOR thallium flux, dofetilide IC70 present | Q12809 | actives 0.51% (n = 310,000);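 active = activation above the mean of controls blocked by dofetilide plus 5 SD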;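 also: thallium influx through hERG after potassium depolarization seen as dye fluorescence rise; in these data hits start at about 4.7%; inactives centre near -7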
KCNQ1 inh: inhibitors of human KCNQ1 potassium channel; P51787; actives 1.3% (n = 310,000); B-score at 10 µM; AID 2642; CHO-K1 KCNQ1, FluxOR thallium flux fluorescence; stronger effect = higher value;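 active = compounds whose thallium flux B-score, printed positive for inhibition, exceeds three library SD while starting fluorescence stays within three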;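 also: channel opened by potassium depolarization with thallium stimulus after 20 min compound exposure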
KCNK9 inh: human KCNK9 channel inhibition | HEK293 KCNK9, FluxOR thallium flux fluorescence; stronger effect = lower value | B-score at 10 µM | AID 488922 | actives 1.2% (n = 310,000) | Q9NPC2;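 active = ratio B-score over 3 SD below the library mean, with starting fluorescence within 5 SD of its mean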;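 also: negative B-score means less thallium flux so channel inhibition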
Target sequence (Q9NPC2 whole entry, looked up): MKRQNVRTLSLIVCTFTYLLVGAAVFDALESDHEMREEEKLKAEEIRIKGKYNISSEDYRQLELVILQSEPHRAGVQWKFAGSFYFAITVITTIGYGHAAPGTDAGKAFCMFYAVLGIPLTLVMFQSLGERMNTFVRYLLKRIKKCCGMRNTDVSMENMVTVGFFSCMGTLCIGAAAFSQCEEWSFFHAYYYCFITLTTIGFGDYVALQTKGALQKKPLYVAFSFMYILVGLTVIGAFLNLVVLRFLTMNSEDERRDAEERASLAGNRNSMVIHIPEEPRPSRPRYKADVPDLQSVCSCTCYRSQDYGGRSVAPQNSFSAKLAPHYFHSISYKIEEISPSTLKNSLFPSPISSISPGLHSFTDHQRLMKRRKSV
TRPC4 act: opens the mouse TRPC4 cation channel | Q9QUQ5 | HEK293 TRPC4beta/mu-opioid, Fluo4 calcium fluorescence; stronger effect = higher value | B-score at 10 µM | actives 0.49% (n = 310,000) | AID 2237;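 active = B-score above 5 SD of library B-scores, and initial fluorescence ratio not above library mean plus 5 SD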;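 also: positive B-score marks a calcium rise read as TRPC4 activation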
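Material: HEK293 stable line with TRPC4beta plus mu-opioid receptor; technique: Fluo4 calcium-sensitive dye fluorescence, kinetic, 1 Hz baseline; timing: Fluo4 dye loading 45 min at room temperature, 110 s recording; controls: assay buffer as low control, maximal DAMGO as high control; read-out: integrated baseline-normalised fluorescence ratio, converted to per-well B score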
KCNQ1 act: human KCNQ1 channel potentiation or activation. CHO-K1 KCNQ1, thallium flux FluxOR fluorescence; stronger effect = higher value. B-score at 10 µM. actives 0.35% (n = 310,000). AID 2648;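 active = fluorescence ratio B-score, a plate-corrected score, at least three library SD, with initial intensity B-score within 5 SD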
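System: Stable KCNQ1 CHO-K1 line | Incubation: 90 min dye loading and 20 min compound exposure, both at room temperature | Measure: Ratio B score | Medium: Assay buffer for compound exposure, DMSO matched across wells | Compound dosing: Single-concentration screen | Probe or stimulus: K+/Tl+ depolarizing stimulus | Measured by: Kinetic FluxOR fluorescence, 10 s baseline plus 110 s post-stimulus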
* = called active by the depositor; i = inactive; ? = inconclusive; / = not tested or not shown. A portion of the library; rates above refer to the full screens.

SMILES	TRPC4 PAM	HDAC3 inh	Dyrk1A ADPGlo	TMEM16A inh	TMEM16A act	KCNK3 block	hERG rescue	KCNQ1 inh	KCNK9 inh	TRPC4 act	KCNQ1 act
COC(=O)[C@@H]1C[C@H]2CC[C@H](O)C[C@H]2N1Cc1ccccc1OS(=O)(=O)c1ccc(C)cc1	i	-1	6	i	i	i	-6	i	i	i	i
NC(=O)COC(=O)c1c2c(nc3ccccc13)CCCC2	i	-6	/	i	i	i	-14	i	i	i	i
CCN(CC)CCNC(=O)CN1C(=O)COc2ccc(S(=O)(=O)N3CCOCC3)cc21	i	/	-1	i	i	i	-11	i	i	i	i
CC(=O)c1ccc(NC(=O)c2cc3ccccc3o2)cc1	i	-3	-4	i	i	i	-7	i	i	i	i
O=C(NNC(=O)c1ccncc1)Nc1cccc([N+](=O)[O-])c1	i	-1	1	i	i	i	-18	i	i	i	i
O=c1c2ccccc2nc2n1CCS2(=O)=O	i	-1	-7	i	i	i	-12	i	i	i	i
COc1ccc(C(=O)/C=C2\NCCc3cc(OC)c(OC)cc32)cc1OC	i	-18	8	i	i	i	-14	i	i	i	i
CCCCCCCc1n[nH]c(=S)n1Cc1ccccc1	i	11	8	i	i	i	-8	i	i	i	i
CCc1nc2cc(Cl)c(Cl)cc2[nH]1	i	0	44	i	i	i	-8	i	i	i	i
CCc1ccc(CNCc2ccc(F)cc2)cc1	i	-2	-4	i	i	i	-12	i	i	i	i
CC(=O)c1ccc(NC(=O)CSc2ccsc2[N+](=O)[O-])cc1	i	/	-4	/	i	i	-8	i	i	i	i
COc1cc2nc(C3CCC3)n(NC(=O)c3ccco3)c(=O)c2cc1OC	i	5	/	i	i	i	-7	i	i	i	i
CCOc1ccc(NC(=O)CN2CCN(CC(=O)Nc3ccc4c(c3)OCO4)CC2)cc1	i	-13	0	i	i	i	-8	i	i	i	i
COc1cccc(NC(=O)N2CCN(S(C)(=O)=O)CC2)c1	i	-1	-4	i	i	i	-10	i	i	i	i
CCCOC(=O)Nc1ccc(C(N)=O)cc1	i	-5	-1	i	i	i	-6	i	i	i	i
CC(=O)c1cc2c(cc1NC(=O)CN1CCCCCC1)OCO2	i	-2	-5	i	i	i	-5	i	i	i	i
CC(C)NC(=O)c1ccc2c(=O)n(C3CCCC3)c(=S)[nH]c2c1	i	3	-2	i	i	i	-7	i	i	i	i
Cc1cccc(OC(C)C(=O)Nc2ccc(S(=O)(=O)N3CCCC3)cc2)c1 (configuration not stated)	i	5	3	i	i	i	-18	i	i	i	i
COc1cccc(NC(=O)CN(C)C(=O)c2c(-c3ccccc3)noc2C)c1	i	-3	0	i	i	i	-17	i	i	i	i
O=C(Nc1ccc(F)c(Cl)c1)c1cc(-c2ccco2)on1	i	4	1	i	i	i	-4	i	i	i	i
CCn1c(SCC(=O)O)nnc1-c1ccc2[nH]c(C)c(C)c2c1	i	1	-6	i	i	i	-5	i	i	i	i
Cn1cc(CN2CCCC(CNC(=O)c3ccc4c(c3)OCO4)C2)c2ccccc21 (configuration not stated)	i	?	0	i	i	i	-7	i	i	i	i
CC(C)NC(=O)NC(=O)CN1c2cccc3cccc(c23)S1(=O)=O	i	-2	2	i	i	i	-6	i	i	i	i
COc1ccc(C2CC(=O)c3sc(NC(C)=O)nc3C2)cc1 (configuration not stated)	i	2	7	i	i	i	-6	i	i	i	i
COc1cccc2cc3c(=O)oc4ccccc4c3nc12	i	-6	20	i	-12*	i	-2	i	i	i	i
Continued.
SMILES	TRPC4 PAM	HDAC3 inh	Dyrk1A ADPGlo	TMEM16A inh	TMEM16A act	KCNK3 block	hERG rescue	KCNQ1 inh	KCNK9 inh	TRPC4 act	KCNQ1 act
Cc1ccc2c(c1)N(CC(=O)N1CCN(c3nc4ccccc4s3)CC1)C(=O)C(C)O2 (configuration not stated)	i	?	8	i	i	i	-16	i	i	i	i
CC(C)(C)c1nnc2sc(SCC(=O)N3CCCc4ccccc43)nn2c1=O	i	13	0	i	i	i	-10	i	i	i	i
Cc1nn(C)c(C(=O)N2CCN(C(=O)c3ccco3)CC2)c1[N+](=O)[O-]	i	-2	-1	i	i	i	-7	i	i	i	i
COc1ccc2c(c1)c(=O)cc(-c1ccccc1)n2C	i	4	6	i	i	i	-3	i	i	i	i
COc1ccc(CC(=O)Nc2ccc(C(=O)NCC(C)C)cc2)cc1	i	-2	-6	i	i	i	-6	i	i	i	i
COc1ccc(-c2cc3nc4c(c(N5CCC6(CC5)OCCO6)n3n2)CCC4)cc1	i	2	-2	i	i	i	-20	i	i	i	i
C=CCN1C(=O)C2(OCCCO2)c2cc(CCCC)ccc21	i	2	-2	i	i	i	-7	i	i	i	i
Cc1nc2cc(C(=O)OCC(=O)Nc3cccc(Cl)c3)ccc2n1-c1ccccc1	i	-17	-4	i	i	i	-1	i	i	i	i
Cc1ccc(C(=O)NN2C(=O)C3C4C=CC([C@@H]3C2=O)C42CC2)cc1 (some centres not stated)	i	-2	/	i	i	i	-4	i	i	i	i
COc1cccc(CNC(=O)CCS(=O)(=O)c2ccc3c(c2)NC(=O)CS3)c1	i	1	4	i	i	i	-6	i	i	i	i
Cc1nn(CC(=O)NC(C)C)c(C)c1[N+](=O)[O-]	i	-2	0	i	i	i	-8	i	i	i	i
O=C(c1ccc(Cl)cc1)[C@@H]1[C@@H]2C(=O)N(c3cccc4ccccc34)C(=O)[C@@H]2C2c3ccccc3C=NN21 (some centres not stated)	i	-12	-3	i	i	i	-4	i	i	i	i
Cc1ccc2c(c1)cc(C(=O)N[C@@H](Cc1ccccc1)C(=O)O)n2C	i	-9	1	i	i	i	-4	i	i	i	i
CCOc1ccccc1N1CC(C(=O)N2CCc3ccccc3C2)CC1=O (configuration not stated)	i	5	2	i	i	i	-9	i	i	i	i
CC(=O)c1ccc(O)c(CC=C(C)C)c1	i	-2	-11	i	i	i	-6	i	i	i	i
COc1cccc(NC(=O)C(=O)NCCCN2CCCC2=O)c1	i	/	2	i	i	i	-8	i	i	i	i
CCC(Cc1ccccc1)NC(=O)c1ccc2nc(N3CCOCC3)sc2c1 (configuration not stated)	i	4	0	i	i	i	-20	i	i	i	i
COc1ccc(OC)c(C2=C/C(=C/c3ccccn3)C(=O)O2)c1	i	3	-1	i	i	i	-15	i	-7.6*	i	i
O=C(CN(c1ccccn1)S(=O)(=O)c1ccc(F)cc1)Nc1ccc(F)cc1F	i	?	4	i	i	i	-7	i	i	i	i
Cc1ccc(NC(=O)Cn2nnc(-c3ccc4c(c3)OCO4)n2)cc1F	i	6	-5	i	i	i	-2	i	i	i	i
O=C1c2[nH]nc(-c3ccccc3O)c2C(c2ccccc2)N1Cc1ccco1 (configuration not stated)	i	10	-3	i	i	i	-11	i	i	i	i
O=C(C1CCCN(S(=O)(=O)c2ccccc2)C1)N1CCCc2ccccc21 (configuration not stated)	i	3	-1	i	i	i	-10	i	i	i	i
Cc1cccc(C(=O)NCCc2csc(C)n2)c1	i	-1	7	i	i	i	-6	i	i	i	i
CCCCOCCCN1CC(=O)N2C(C)c3[nH]c4ccccc4c3C[C@H]2C1=O (some centres not stated)	i	2	0	i	i	i	-3	i	i	i	i
CCCn1c(C)cc(/C=C(\C#N)C(=O)OCC(=O)NC(=O)NCC)c1C	i	/	1	i	i	i	1	i	i	i	i

Next section; it opens with the 5 that closed the last part.
SMILES	TRPC4 PAM	HDAC3 inh	Dyrk1A ADPGlo	TMEM16A inh	TMEM16A act	KCNK3 block	hERG rescue	KCNQ1 inh	KCNK9 inh	TRPC4 act	KCNQ1 act
O=C1c2[nH]nc(-c3ccccc3O)c2C(c2ccccc2)N1Cc1ccco1 (configuration not stated)	i	10	-3	i	i	i	-11	i	i	i	i
O=C(C1CCCN(S(=O)(=O)c2ccccc2)C1)N1CCCc2ccccc21 (configuration not stated)	i	3	-1	i	i	i	-10	i	i	i	i
Cc1cccc(C(=O)NCCc2csc(C)n2)c1	i	-1	7	i	i	i	-6	i	i	i	i
CCCCOCCCN1CC(=O)N2C(C)c3[nH]c4ccccc4c3C[C@H]2C1=O (some centres not stated)	i	2	0	i	i	i	-3	i	i	i	i
CCCn1c(C)cc(/C=C(\C#N)C(=O)OCC(=O)NC(=O)NCC)c1C	i	/	1	i	i	i	1	i	i	i	i
CCC(=O)NC(c1cccs1)c1cc([N+](=O)[O-])c2cccnc2c1O (configuration not stated)	i	11	7	i	i	i	4	i	i	i	i
COc1cccc(N2CCN(C(=O)c3cccnc3)CC2)c1	i	-1	-1	i	i	i	-10	i	i	i	i
Clc1ccc(Cl)c2sc(N3CCCC3)nc12	i	-4	18	i	i	i	-9	i	i	i	i
CCOC(=O)C1(CCc2ccccc2)CCN(Cc2cnc(N(C)C)s2)CC1	i	7	0	i	i	i	-25	i	i	i	i
Cc1ccc2cc(CN(CC3CCCO3)C(=O)NC3CCCCC3)c(=O)[nH]c2c1C (configuration not stated)	i	1	-2	i	i	i	-12	i	i	i	i
c1ccc2c(c1)C(=NC1CCCCC1)NC2=NC1CCCCC1	i	-5	4	i	i	i	-19	6*	i	i	i
COc1nc(NCCO)nc(Nc2cc(Cl)ccc2OC)n1	i	-6	2	i	i	i	-7	i	i	i	i
CN1C(=O)/C(=C/c2ccc(OCc3ccccc3F)cc2)N(C)C1=S	i	4	-1	i	i	i	-2	i	i	i	i
COc1ccc(CN=Nc2cc(C)nc(NS(=O)(=O)c3ccccc3Cl)n2)cc1	i	6	/	i	/	/	-8	i	i	i	i
CC1(C)CC(=O)C2=C(C1)OC(c1cccs1)C(C#N)=C2N (configuration not stated)	i	-5	/	i	i	i	0	i	i	i	i
O=C(O)C1CC(O)CN1C(=S)Nc1ccccc1 (configuration not stated)	i	-5	1	i	i	i	-2	i	i	i	i
COc1ccc(NC(=O)NCCCCc2ccccc2)cc1	i	-1	-5	i	i	i	-12	i	i	i	i
O=C(CSc1nc2ccc(NC(=O)c3ccccc3C(=O)O)cc2s1)Nc1c(Cl)cccc1Cl	i	9	4	i	i	i	4	i	i	i	i
Cc1cc(C)c(C#N)c(SCC(=O)c2ccccc2)n1	i	-5	-62	i	i	i	-9	i	i	i	i
